GPR35 arrestin U2OS: GPR35 antagonists blocking zaprinast-driven arrestin recruitment, primary screen, imaging, U2OS, beta-arrestin-GFP, zaprinast agonist (AID 2058). G-protein coupled receptor 35 (Homo sapiens). U2OS GPR35 beta-arrestin-GFP translocation imaging, zaprinast antagonism; higher % means a stronger effect. inhibition, % at 10 µM; hits with a dose series show IC50 in µM. 290,000 tested, 0.052% active;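 active = inhibition of at least 50% with at least 30 cells and total cytoplasm GFP at most 10,000,000; inconclusive = under 30 cells or total GFP of 10,000,000 plus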
GPR55 LPI antagonism: GPR55 antagonists blocking LPI-driven arrestin recruitment, primary screen, imaging, U2OS, beta-arrestin-GFP, LPI agonist (AID 2013); G-protein coupled receptor 55 (Homo sapiens); 290,000 tested, 0.13% active; one-dose inhibition, % at 10 µM; IC50 in µM for titrated hits; U2OS GPR55 beta-arrestin-GFP translocation imaging, LPI antagonism; higher % means a stronger effect;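 active = spots per cell inhibited over 60%, with over 100 cells counted and total cytoplasm intensity under 500,000; inconclusive = wells with under 100 cells, flagged as likely toxic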;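 also: U2OS cells stably carrying GPR55 and arrestin-GFP stimulated by 5 µM LPI near EC80; imaged beta-arrestin-GFP aggregate spots per cell after agonist stimulation; plate controls were LPI-stimulated DMSO wells for no effect and DMSO wells without LPI for full effect; some results filed as inactive read as strong as hits; confirmed hits need IC50 under 10 µM and bright autofluorescent wells are also inconclusive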
NTR1 agonist: agonists of NTR1, primary screen, imaging, U2OS cells, beta-arrestin-GFP, high content (AID 493036). Neurotensin receptor type 1 (Homo sapiens), P30989. NTR1-U2OS beta-arrestin-GFP spot imaging, agonist mode. activation, % at 20 µM. 330,000 tested, 0.17% active;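 active = activation at or above 40% of the spot to cytoplasm intensity ratio, with at least 20 cells analyzed; inconclusive = wells under 20 cells, flagged as cytotoxic or low count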;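 also: 0% = DMSO without peptide and 100% = 100 nM NTR1 peptide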
Target sequence (P30989 whole entry, looked up): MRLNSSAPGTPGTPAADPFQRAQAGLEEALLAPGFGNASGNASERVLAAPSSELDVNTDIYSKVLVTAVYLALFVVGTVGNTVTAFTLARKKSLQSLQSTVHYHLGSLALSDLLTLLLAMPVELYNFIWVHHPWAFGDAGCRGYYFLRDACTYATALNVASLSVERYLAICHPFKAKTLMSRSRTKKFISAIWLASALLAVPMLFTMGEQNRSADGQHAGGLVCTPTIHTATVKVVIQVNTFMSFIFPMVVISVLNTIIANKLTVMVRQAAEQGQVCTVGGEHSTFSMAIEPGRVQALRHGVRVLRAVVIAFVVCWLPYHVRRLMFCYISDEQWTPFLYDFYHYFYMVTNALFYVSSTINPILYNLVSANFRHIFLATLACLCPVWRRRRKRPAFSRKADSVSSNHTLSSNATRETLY
MgcRacGAP inhibition: MgcRacGAP GTPase-activating activity inhibitors, confirmation, biochemical, ADP Hunter fluorescence; MgcRacGAP-stimulated Rac1 GTP hydrolysis, ADP Hunter fluorescence; higher % means a stronger effect; GST-tagged Rac1 F28L mutant substrate; 340,000 tested, 0.6% active; inhibition, % at 30 µM, or IC50 in µM where a hit was titrated; Rac GTPase-activating protein 1 (Homo sapiens);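 active = first-screen hits whose inhibition reached a set limit at any dose in the follow-up dose series; inconclusive = inhibition above the set first-screen limit but never retested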;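 also: fluorescence reports GDP produced by GAP-driven GTP hydrolysis; strong numbers were not always called active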
Siah-1 displacement: Siah-1 peptide-binding antagonists, primary screen, biochemical, fluorescence polarization, rhodamine-plectin, uHTS (AID 1817); E3 ubiquitin-protein ligase SIAH1 (Homo sapiens); Siah-1 / rhodamine-plectin peptide fluorescence polarization; higher % means a stronger effect; one-dose displacement, % at 20 µM; IC50 in µM for titrated hits; 290,000 tested, 0.02% active;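 active = displacement of at least 50% at 20 µM, with a fluorescence ratio check between 0.3 and a set limit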;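 also: plate controls were Siah plus tracer with DMSO for no effect and tracer alone without Siah for full effect; strong numbers were not always called active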
HIV peptide binding: inhibitors of HIV fusion peptide binding, primary screen, biochemical, uHTS, fluorescence dequenching (AID 1986). cell-free peptide binding, fluorescence dequenching, 30 min; higher % means a stronger effect. one-dose inhibition, % at 20 µM; IC50 in µM for titrated hits. 290,000 tested, 0.3% active; in the data active = inhibition mostly above about 52%, no sharp cut-off; inactive = mostly below about 76%; also: some results filed as inactive read as strong as hits
PhoP inhibition: inhibitors of PhoP regulon expression, primary screen, Salmonella Typhimurium, GFP reporter (AID 1863); S. Typhimurium PhoP-regulated promoter GFP reporter, 4 h; higher % means a stronger effect; 300,000 tested, 0.16% active; inhibition, % at 50 µM, or IC50 in µM where a hit was titrated;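 active = inhibition over 29.93%, a cutoff 3 SD above the screen mean, later confirmed by dose response; inconclusive = inhibition over 29.93% but no dose response follow-up; inactive = inhibition at most 29.93% or unconfirmed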;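 also: 0% = low Mg2+ inducing control and 100% = high Mg2+ repressing control; strong numbers were not always called active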
LYP inhibition: inhibitors of LYP phosphatase, biochemical, fluorescence intensity, uHTS (AID 1779); Tyrosine-protein phosphatase non-receptor type 22 (Homo sapiens); recombinant LYP phosphatase, fluorescence intensity; higher % means a stronger effect; inhibition, % at 11.5 µM; hits with a dose series show IC50 in µM; 290,000 tested, 0.054% active; in the data active = inhibition above about 50%;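 also: plate controls were vehicle with enzyme for no effect and no enzyme for full effect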
Myeloid diff 2: induction of myeloid progenitor differentiation, primary screen, cell-based, flow cytometry, MLPCN library. ER-HoxA9 myeloid progenitors, lysozyme-GFP differentiation. calls only at 10 µM. 360,000 tested, 1% active;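 active = normalized GFP-positive differentiation at or above the plate's own cutoff, the solvent-only control mean plus 3 SD; inconclusive = no clear call, values can overlap the other calls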;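 also: cells exposed to compound for four days before flow analysis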
NTR1 agonist cell count 20 µM: second read-out of NTR1 agonist, no call of its own (marks repeat the call); cell count; measured here: cell count, cytotoxicity flag
Myeloid diff 2 GFP+ MAC1+ %: further read-out of Myeloid diff 2, marked with its call; GFP+ MAC1+ double positive, %; measured here: differentiation confirmed by MAC1 staining
* hit, by the source's call; i = inactive; ? = inconclusive; / = no result given; + = active, no number.

molecule	Myeloid diff 2 GFP+ MAC1+ %	MgcRacGAP inhibition	GPR35 arrestin U2OS	GPR55 LPI antagonism	NTR1 agonist	LYP inhibition	Siah-1 displacement	PhoP inhibition	HIV peptide binding	Myeloid diff 2	NTR1 agonist cell count 20 µM
Cc1ccc(C(=O)Nc2cccc(C(=O)N/N=C/c3ccc(O)cc3)c2)cc1	1.6*	23%	-11%	6%	-0.4	2%	-2%	10%	-1.6%	+	54
CCCN1CCN(CCCNC(=O)C2CCCN(c3nc4ccc(OCC)cc4s3)C2)CC1 (configuration not stated)	13	10%	18%	-12%	-0.5	-6%	1%	14%	-1.0%	i	68
COc1ccc2[nH]c(=O)c(C(c3nnnn3C3CCCCC3)N3CCN(C)CC3)cc2c1 (configuration not stated)	1.6	1%	-5%	3%	-1.5	8%	1%	-5%	2.4%	i	86
O=C(/C=C/c1ccc(F)cc1)NCc1cccs1	0.8	-1%	-9%	-2%	-2.3	-1%	20%	-10%	1.3%	i	44
COc1ccccc1CCC(=O)Nc1nccs1	1.0	7%	3%	0%	-0.2	-2%	1%	-15%	1.0%	i	92
CCOC(=O)c1nccnc1C(=O)Nc1cccc(C(F)(F)F)c1	0.5	4%	-4%	5%	0.5	-8%	9%	-14%	2.6%	i	47
c1ccc(C2CC(c3cccs3)Nc3nnnn32)cc1 (configuration not stated)	0.5	7%	-3%	-9%	-1.8	-6%	-6%	-3%	-1.3%	i	46
CC(C)c1ccccc1-n1c(SCc2cc(=O)oc3ccc4ccccc4c23)nnc1-c1cccnc1	0.5	5%	-14%	7%	13	1%	-6%	22%	6.0%	i	44
O=[N+]([O-])c1ccccc1Nc1c2ccccc2nc2ccccc12	1.5	6%	-2%	1%	3.2	-10%	3%	6%	-1.7%	i	41
O=C(c1c[nH]c(C(=O)C(Cl)(Cl)Cl)c1)c1ccccc1F	0.9	26%	8%	-15%	0.2	0%	-4%	6%	2.6%	i	99
Cc1ccc(S(=O)(=O)N2CCN(c3ccc(C(F)(F)F)cc3[N+](=O)[O-])CC2)cc1	0.4	7%	3%	-9%	11	-3%	0%	-5%	-0.2%	i	66
CCc1cc2c(=O)c(-c3cnn(-c4ccccc4)c3)coc2c(CN2CCOCC2)c1O	0.9	6%	-12%	12%	4.3	1%	4%	-5%	4.6%	i	70
COc1ccc(C2C(C(=O)NCc3ccco3)CCC(=O)N2c2ccc(OC)cc2)cc1 (configuration not stated)	0.0	-2%	9%	26%	-0.1	-3%	-1%	2%	3.0%	i	89
Cc1ccc(-c2cccc(C(=O)NCc3ccccc3)n2)c2ccccc12	1.9	-1%	30%	4%	0.1	7%	-3%	-1%	-1.7%	i	102
Cc1cccc(NC(=S)NC(=O)/C=C/c2ccco2)c1	/	16%	13%	-9%	2.7	6%	3%	6%	15%	?	25
O=C(CNS(=O)(=O)c1cccc(Cl)c1)OCc1csc(-c2ccccc2)n1	0.7	6%	13%	18%	2.1	-2%	2%	-2%	-0.6%	i	40
Cc1ccc(OCC(=O)Nc2ccon2)c([N+](=O)[O-])c1	2.5	7%	-17%	8%	0.0	-8%	11%	4%	1.2%	i	39
O=C(NCCO)c1cccc(Cl)c1	1.3	-4%	0%	8%	-0.9	-6%	5%	-13%	0.7%	i	73
O=C(COC(=O)c1ccc2ncsc2c1)Nc1ncc(Cl)cc1Cl	1.4	-1%	8%	11%	2.0	-2%	8%	8%	3.6%	i	89
CC(CCc1ccccc1)NCC(O)c1cccc([N+](=O)[O-])c1 (configuration not stated)	0.2	0%	-3%	-5%	-1.1	-4%	-3%	4%	0.3%	i	38
CCN(CC)c1ccc(NC2=C(Cl)C(=O)c3ccccc3C2=O)cc1	/	29%	-3%	4%	/	0%	-3%	26%	-3.0%	?	/
O=C(CCc1nc(-c2ccccc2F)no1)NCCN1CCc2ccccc2C1	0.8	3%	2%	9%	-0.5	-8%	3%	2%	0.0%	i	63
O=C(O)C(Cc1ccc(Cl)cc1)Sc1nc2ccccc2[nH]1 (configuration not stated)	0.3	5%	-13%	8%	1.7	-5%	4%	-3%	1.6%	i	72
Cc1nc(-c2cccs2)sc1C(=O)O	0.3	2%	2%	-2%	0.3	-6%	-8%	-2%	-0.8%	i	49
CCOc1ccc(/C=C/C(=O)c2ccc(-c3ccccc3)cc2)cc1	0.5	-1%	?	-2%	0.8	-4%	0%	-28%	3.5%	i	55
CCC(CC)c1nnc(NC(=O)C23CC4CC(CC(NC(C)=O)(C4)C2)C3)s1	2.3	7%	10%	22%	0.1	-4%	-2%	-2%	1.1%	i	72
OC(CNCC1CCCCC1)COc1ccccc1 (configuration not stated)	0.2	3%	-5%	-5%	0.1	-5%	-2%	0%	0.3%	i	45
CCN1C(=O)C(F)(CC)C(=O)c2ccccc21 (configuration not stated)	0.7	6%	19%	8%	0.6	-2%	6%	2%	0.7%	i	78
O=C(c1cccs1)N(c1ccc(Cl)cc1)C1C=CS(=O)(=O)C1 (configuration not stated)	0.7	7%	-5%	3%	1.0	2%	-8%	2%	-1.1%	i	74
COc1ccc(S(=O)(=O)N2CCOC2CNC(=O)C(=O)NCCc2ccc(S(N)(=O)=O)cc2)cc1 (configuration not stated)	3.5	13%	-3%	6%	-0.6	-6%	-5%	/	0.6%	i	56
O=C(Cn1cnc2ccccc2c1=O)Nc1ccc(N2CCOCC2)cc1	0.1	15%	8%	-3%	-0.1	-3%	-5%	-4%	-3.6%	i	52
Cc1ccc(CNC(=O)c2ccc(S(=O)(=O)Nc3c(C)n(C)n(-c4ccccc4)c3=O)cc2)cc1	1.0	10%	-11%	0%	-0.4	-8%	7%	/	-1.5%	i	62
COc1cc2c(cc1OC)C(c1ccc(SC)cc1)CC(=O)N2 (configuration not stated)	0.9	7%	4%	4%	0.6	-5%	-1%	-6%	-1.2%	i	66
Cn1cc(CN2CCc3c([nH]c4ccccc34)C2C(C)(C)C)cn1 (configuration not stated)	0.2	4%	-2%	-3%	0.4	-2%	-4%	-3%	0.5%	i	94
Cc1cccc(C(C(=O)NCc2ccc(F)cc2)N(C(=O)c2csnn2)C2CC2)c1 (configuration not stated)	0.5	7%	-3%	-14%	0.5	-12%	-2%	9%	-1.1%	i	43
Cc1nc(NC(=O)c2ccc(Cl)cc2)sc1Cc1ccc2c(c1)OCO2	/	8%	6%	8%	-0.1	2%	6%	8%	-4.3%	?	77
O=C(Cc1ccc(Cl)cc1)NCCc1cnc[nH]1	0.2	8%	4%	4%	0.8	-3%	2%	-5%	1.0%	i	70
CCOC(=O)CSc1ncc(-c2ccccc2)nn1	13	-4%	8%	7%	-1.5	-7%	-3%	-6%	5.3%	i	62
Cc1cc(S(=O)(=O)N(Cc2ccc3c(c2)OCO3)CC2CCCO2)ccc1-n1cnnn1 (configuration not stated)	0.0	3%	14%	-4%	1.1	-4%	4%	3%	-1.4%	i	58
O=C(CSc1nnc(CNC(=O)c2ccccc2F)o1)NCc1ccccc1	0.2	9%	-1%	8%	-1.5	-7%	0%	-4%	-0.5%	i	71
CCOc1ccc(CN2CCN(C(=O)c3ccco3)CC2)cc1	0.9	27%	12%	10%	-1.4	-5%	4%	0%	-0.5%	i	52
O=C(O)c1ccc2c(c1Nc1ccccc1)C(=O)c1ccccc1C2=O	0.4	14%	1%	-6%	2.6	-4%	-8%	10%	-4.3%	i	87
CCc1ccccc1N(CC)C(=O)C1CCN(c2ncnc3c2nc2n3CCCCC2)CC1	5.1	10%	-4%	-7%	1.2	-1%	4%	-10%	-0.7%	i	49
Cc1ccc(NC(=O)c2cc3ccccc3o2)cc1Cl	0.8	14%	-4%	-18%	7.5	-3%	-5%	-2%	2.0%	i	51
O=C(CSc1nc(-c2ccco2)cc(C(F)(F)F)n1)Nc1ccc(C(=O)N2CCOCC2)cc1	1.2	12%	5%	0%	-0.5	-3%	0%	8%	2.1%	i	41
COc1ccc(-c2onc3ccc(Br)cc23)cc1	0.2	5%	5%	11%	1.0	-8%	0%	-5%	34%	i	42
COc1cc(NC(=S)N(C)CCC#N)c(OC)cc1Cl	0.7	11%	3%	-1%	-1.6	-9%	-1%	-2%	-3.2%	i	56
Cc1cccc(C(=O)NNC(=O)CCn2nnc3ccccc32)c1	0.5	7%	4%	7%	0.1	0%	1%	4%	3.1%	i	41
Cc1ccc(NC(=O)CSc2n[nH]c(-c3ccncc3)n2)cc1C	0.2	0%	-8%	-10%	0.9	-2%	2%	-10%	1.5%	i	49
O=C(NCCO)C(=O)NCC(c1ccc2c(c1)OCO2)N1CCN(c2ccc(F)cc2)CC1 (configuration not stated)	1.4	-14%	1%	-7%	0.2	-14%	2%	10%	-1.1%	i	52
COc1ccc(NS(=O)(=O)c2cccc(C(=O)NNC(=O)CNC(=O)c3cccc(C)c3)c2)cc1	0.5	7%	-5%	6%	-0.8	-9%	3%	5%	-0.9%	i	48
COc1ccc(N(Cc2cc3ccccc3[nH]c2=O)C(=O)C2CCCO2)cc1 (configuration not stated)	1.1	11%	5%	16%	-0.2	-9%	-2%	-5%	-1.0%	i	44
S=C(Nc1ccc(Cl)cc1)Nc1ccc2c(c1)OCCO2	0.6	12%	7%	10%	0.3	-7%	4%	-6%	-0.8%	i	69
Cc1ccc(-n2c(SCC(=O)Nc3ccc4c(c3)OCO4)nnc2-c2cccs2)cc1	0.7	11%	-10%	-9%	0.4	-3%	1%	-1%	-0.3%	i	29

Bioassay records: PubChem, several laboratories
